Screening results from PubChem.
Hck-Nef inh – inhibitors of Nef-activated human Hck kinase, primary screen, biochemical, Z-Lyte FRET, 384-well, Hck-YEEI. Tyrosine-protein kinase HCK (Homo sapiens), P08631. Recombinant Hck-YEEI plus Nef, Z-Lyte FRET kinase assay. 0.68% of 220,000 active. inhibition, % at 20 µM;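 active = Hck-Nef kinase inhibition above about 50%, limit read from the data; inactive = inhibition below that limit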;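 also: 0% = DMSO with Hck plus Nef and 100% = Hck alone without Nef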
Runt-CBFb FRET – inhibitors of RUNX1 Runt–CBFb binding, primary screen, biochemical, FRET, Cerulean-Runt, Venus-CBFb, uHTS; 0.46% of 220,000 active; Runt-related transcription factor 1 (Homo sapiens) + Core-binding factor subunit beta …; Cerulean-Runt/Venus-CBFb FRET ratio 530/480, 1 h; inhibition, % at 20 µM;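 active = inhibition over about 50% at 20 µM in the single-dose screen, limit read from the data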;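 also: 0% = DMSO wells and 100% = excess unlabeled CBFb competitor control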
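Assay system: Cerulean-Runt domain / Medium: Tris 50 mM pH 7.5, KCl, K2SO4, 0.01% BSA / Timing: protein complex preformed 1 h, compound exposure 1 h, room temperature, dark / Measured by: FRET, excitation 422 nm, emission at 530 and 480 nm / Evaluation: loss of energy transfer signal / Control set: 5 µM unlabeled CBFb as full-inhibition high control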
PGE2 EP2 inh – human EP2 receptor antagonists, primary screen, TR-FRET cAMP, C6 glioma cells | C6 glioma cells expressing human EP2; cells stimulated with saturating PGE2 | 0.52% of 260,000 active | inhibition, % at 25 µM | Prostaglandin E2 receptor EP2 subtype (Homo sapiens), P43116;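 active = percent inhibition above 40 after rounding to a whole number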;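 also: rat C6 glioma host cells with rolipram phosphodiesterase inhibitor present; the protocol text gives 20 µM as final concentration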
Target sequence (P43116 whole entry, looked up): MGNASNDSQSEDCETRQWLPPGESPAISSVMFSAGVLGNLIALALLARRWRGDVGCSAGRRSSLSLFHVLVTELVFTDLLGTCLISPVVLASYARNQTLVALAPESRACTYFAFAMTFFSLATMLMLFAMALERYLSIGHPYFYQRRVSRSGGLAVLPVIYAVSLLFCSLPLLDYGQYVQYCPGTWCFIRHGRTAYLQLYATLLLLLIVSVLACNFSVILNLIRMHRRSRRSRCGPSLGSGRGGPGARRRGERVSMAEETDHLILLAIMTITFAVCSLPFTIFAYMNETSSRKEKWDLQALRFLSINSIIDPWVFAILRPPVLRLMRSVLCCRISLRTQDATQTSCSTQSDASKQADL
PERK inhibitor – block of dimerizer-induced PERK translation repression, primary screen, PERK inhibitor project, CHO PERK-DD cells, SEAP luminescence, HTS | Eukaryotic translation initiation factor 2-alpha kinase 3 (Homo sapiens), Q9NZJ5 | CHO PERK-DD fusion, SEAP luminescence translation reporter | 0.17% of 220,000 active | inhibition, % at 5.6 µM;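 active = inhibition above the mean inhibition of all tested compounds plus 3 SD, set separately per screening campaign, cut at about 2.9% in these data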;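 also: PERK kinase domain activated by AP20187 dimerizer at 100 nM; 0% = DMSO with dimerizer and 100% = rapamycin at 8.4 µM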
RBBP9 inhibitor – human RBBP9 inhibitors, primary screen, biochemical, fluorescence polarization, FP-Rh probe, HTS; 0.2% of 220,000 active; Serine hydrolase RBBP9 (Homo sapiens), O75884; inhibition, % at 7.94 µM; AID 1515, 2009; recombinant RBBP9;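 active = inhibition above the campaign mean of all tested compounds plus 3 SD, cut at about 14% in these data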;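 also: plate controls were DMSO wells with RBBP9 for no effect and wells lacking RBBP9 protein for full effect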
Target sequence (O75884 whole entry, looked up): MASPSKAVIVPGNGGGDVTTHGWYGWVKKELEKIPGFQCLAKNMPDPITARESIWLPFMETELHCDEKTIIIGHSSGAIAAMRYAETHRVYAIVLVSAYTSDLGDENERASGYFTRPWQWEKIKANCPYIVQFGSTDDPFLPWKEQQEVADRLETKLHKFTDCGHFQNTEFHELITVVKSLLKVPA
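Test system: recombinant human RBBP9. Quantity: 2.5 µM RBBP9 dispensing solution, before mixing. Detection: FP readout at 525/598 nm. Reagent: Serine-hydrolase probe FP-Rh, 375 nM pre-mixing. Measure: % inhibition. Control set: DMSO-treated enzyme wells and wells lacking RBBP9. Buffer or medium: Tris-NaCl-Pluronic buffer, pH 8.0. Times: preincubation 30 min plus labeling 45 min at 25 °C.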
zVAD death inh – inhibitors of zVAD-triggered necroptosis, primary screen, L929 cells; L929 zVAD necroptosis rescue, ATP luminescence, 24 h; with zVAD 60 µM; viability rescue, % at 10 µM; 0.38% of 220,000 active; AID 1377, 2008;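 active = activation, scaled between plate controls, above about 75%, limit read from the data; inactive = activation under that limit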;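 also: 0% = zVAD with DMSO and 100% = DMSO alone without zVAD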
TNF death inh – inhibitors of TNF-alpha triggered necroptosis, primary screen, cell-based, Jurkat FADD-/-, single concentration | activation (protection from cell death), % at 10 µM | Jurkat FADD-/- TNF necroptosis rescue, ATP luminescence, 24 h; 0 = TNF only, 100 = no-TNF cells | AID 463075, 2010 | 0.068% of 220,000 active;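 active = activation, meaning protection from cell death, of at least 50% relative to plate controls; inactive = activation below 50%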;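 also: necroptosis triggered by 40 ng/mL TNF-alpha added together with compound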
EP2 modulator – EP2 receptor modulators, cAMP readout, primary screen, cell-based, HTRF cAMP, PGE2 stimulation; EP2-expressing cells, cAMP HTRF FRET, PGE2 co-stimulation; Prostaglandin E2 receptor EP2 subtype (Homo sapiens), P43116; 0.83% of 260,000 active; induction, % at 25 µM;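 active = compounds whose cAMP rise, as percent of the full-agonist control response, exceeds 60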;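 also: rat C6 glioma line stably carrying human EP2 under a CMV promoter; the protocol text gives 20 µM as final concentration; 100% = response of wells given 1 µM PGE2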
Runt-SMMHC FRET – inhibitors of RUNX1 Runt–CBFb-SMMHC binding, primary screen, biochemical, FRET, Cerulean-Runt, Venus-CBFb-SMMHC, uHTS | Runt-related transcription factor 1 (Homo sapiens) + Core-binding factor subunit beta … | Cerulean-Runt/Venus-CBFb-SMMHC FRET ratio 530/480, 1 h | inhibition, % at 20 µM | 0.74% of 220,000 active | AID 1434, 2008;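 active = mean inhibition across duplicate retests at 20 µM reaching about 50%, limit read from the data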;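 also: 0% = DMSO wells and 100% = wells with excess untagged CBFb-SMMHC; inhibitors lower the FRET ratio by blocking Runt binding to CBFb-SMMHC; some results filed as inactive read as strong as hits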
An asterisk follows results filed as active; · = no result given; & = joins results of further samples. An excerpt; the hit share may differ from the screen's.

SMILES	Hck-Nef inh	Runt-CBFb FRET	PGE2 EP2 inh	PERK inhibitor	RBBP9 inhibitor	zVAD death inh	TNF death inh	EP2 modulator	Runt-SMMHC FRET
O=C(Nc1ccc2ccccc2c1)NC1CCS(=O)(=O)C1 (stereo not drawn)	17.7	0.6	7.2&5.0	0.5	-4.2	2.6	1.9	-63.5&-51.3	-1.1
COc1ccc(NC(=O)c2cccc(S(=O)(=O)Nc3ccc(Br)cc3)c2)cn1	1.1	-0.2	9.0	-0.1	-17.9	3.1	-1.1	9.7	-1.9
CCOC(=O)c1ccc(NC(=O)CNC(=O)C23CC4CC(CC(C4)C2)C3)cc1	0.7	·	5.8	-1.1	-4.7	0.0	0.8	-37.9	0.8
COc1cc(/C=C2\SC(=Nc3ccc(N4CCOCC4)cc3)N(C)C2=O)ccc1OC(C)C(=O)O (stereo not drawn)	5.5	-1.4	3.4	-0.8	-8.4	1.0	1.3	1.4	0.2
O=C(O)CCn1cnc2ccccc2c1=O	1.4	2.7	7.0	-0.7	-4.0	0.8	0.5	7.8	-4.3
O=C(O)/C=C/C(=O)Nc1ccc(Oc2ncnc3cc(Cl)ccc23)nc1	14.7	7.2	7.2	0.8	-11.0	1.1	0.3	12.6	4.9
COc1ccc(C2CC(c3ccc(F)cc3)Nc3nc(N)nn32)cc1 (stereo not drawn)	1.0	-1.7	8.5	1.3	0.7	-1.5	1.0	11.8	1.6
Fc1ccc(/C=N/n2c(-c3cccs3)n[nH]c2=S)cc1	0.5	11.9	1.9	0.3	-2.3	2.0	-2.7	8.4	17.2
O=C(O)c1ccc(C(=O)c2ccc3c(c2)C(=O)N(CCO)C3=O)cc1	26.1	-0.5	3.0	2.0	4.3	0.1	2.8	36.4	-0.9
Cc1cc(C)c2c(N)c(C(=O)NCc3ccco3)sc2n1	5.5	5.9	24.7	0.2	-1.1	0.2	-0.8	-10.3	6.0
CCN(CC)CC(C)CNC(=O)CN1C(=O)CSc2ccc(S(=O)(=O)N3CCOCC3)cc21 (stereo not drawn)	-0.8	-0.7	5.7	0.6	-11.4	·	0.6	20.0	4.0
N=C1/C(=C\c2ccc(-c3cc(Cl)cc(Cl)c3)o2)C(=O)N=C2SC=C(c3ccccc3)N12	4.6	-5.9	7.9	1.2	-2.8	0.9	0.3	-11.4	-27.0
CCCn1nc(NS(C)(=O)=O)c2cc3cccc(C)c3nc21	2.6	-7.5	6.5	0.5	-7.3	-0.5	1.1	21.6	-25.7
Nc1nnnn1/N=C/c1cccs1	2.2	-1.8	7.5	0.1	-8.7	-0.3	0.9	12.0	-2.2
COCCn1nnnc1C(c1cccs1)N1CCCC(C)C1 (stereo not drawn)	17.1	-1.1	4.4	-0.1	7.1	-1.8	-0.7	11.1	-3.4
CCCCn1nnc(NC(=O)C(c2ccccc2)c2ccccc2)n1	19.6	-1.6	4.2	1.4	1.3	0.5	1.1	-27.4	-1.6
CN1CCN(C(=O)CCc2nc3ccccc3c(=O)[nH]2)CC1	2.9	0.8	11.7	0.4	-7.5	1.1	1.3	26.2	-5.8
COc1ccc(-n2c(C)nn(CCOc3ccccc3)c2=O)cc1	-1.2	0.1	8.9	1.2	-1.7	1.7	30.7	0.4	0.5
O=C(CSc1nc2cc(Cl)ccc2s1)NCc1ccc2c(c1)OCO2	2.2	-0.5	2.0	2.0	1.3	0.5	1.0	-51.8	-0.7
Cc1ccc(S(=O)(=O)N(C)C)cc1NC(=O)COC(=O)c1ccc(Cl)cc1	17.5	-1.0	7.0	0.0	-8.9	0.9	0.2	-21.0	1.4
COc1nc(-c2ccc(Cl)cc2)nnc1C	21.5	0.7	1.4	0.5	-5.4	2.7	1.6	39.9	0.1
Cc1ccc(-c2csc3nnc(SCC(=O)Nc4cccc(C)n4)n23)cc1	0.7	-1.5	·	-0.7	-5.0	-0.3	-12.8	-47.8	0.1
COCc1cc(C)nc(N2CCNCC2)c1C#N	-18.9	2.7	4.7	-0.5	-6.6	0.3	0.9	1.4	-3.0
CCC(C(=O)OCC(=O)Nc1cccc(S(=O)(=O)NC2=NCCCCC2)c1)c1ccccc1 (stereo not drawn)	14.5	-1.4	4.5	0.1	-7.0	18.4	0.1	1.9	0.8
Cc1ccccc1-c1nn(-c2ccc(F)cc2F)cc1CNCCCN(C)C	10.2	1.5	5.3	1.9	7.5	5.5	1.3	-32.1	-3.1
CCN(CCCn1c(=S)[nH]c2ncccc2c1=O)c1ccccc1	1.9	1.3	5.4	1.1	-0.1	-0.1	-2.2	26.0	4.8
Oc1c(Cl)cc(Cl)cc1C1Nc2ccccc2-n2cccc21 (stereo not drawn)	27.5	-1.6	11.9	0.0	-0.5	-0.3	1.4	-26.9	-6.9
Cc1ccc(C(=O)NNC(=S)Nc2cccc(Cl)c2Cl)cc1[N+](=O)[O-]	0.3	-0.6	8.8	0.1	-10.3	0.2	-1.0	-14.6	3.1

Given with values under each structure: entries from further up.
Results follow in this order: Hck-Nef inh | Runt-CBFb FRET | PGE2 EP2 inh | PERK inhibitor | RBBP9 inhibitor | zVAD death inh | TNF death inh | EP2 modulator | Runt-SMMHC FRET
Cc1cc(C)c2c(N)c(C(=O)NCc3ccco3)sc2n1
  5.5 | 5.9 | 24.7 | 0.2 | -1.1 | 0.2 | -0.8 | -10.3 | 6.0
CCN(CC)CC(C)CNC(=O)CN1C(=O)CSc2ccc(S(=O)(=O)N3CCOCC3)cc21 (stereo not drawn)
  -0.8 | -0.7 | 5.7 | 0.6 | -11.4 | · | 0.6 | 20.0 | 4.0
N=C1/C(=C\c2ccc(-c3cc(Cl)cc(Cl)c3)o2)C(=O)N=C2SC=C(c3ccccc3)N12
  4.6 | -5.9 | 7.9 | 1.2 | -2.8 | 0.9 | 0.3 | -11.4 | -27.0
CCCn1nc(NS(C)(=O)=O)c2cc3cccc(C)c3nc21
  2.6 | -7.5 | 6.5 | 0.5 | -7.3 | -0.5 | 1.1 | 21.6 | -25.7
Nc1nnnn1/N=C/c1cccs1
  2.2 | -1.8 | 7.5 | 0.1 | -8.7 | -0.3 | 0.9 | 12.0 | -2.2
COCCn1nnnc1C(c1cccs1)N1CCCC(C)C1 (stereo not drawn)
  17.1 | -1.1 | 4.4 | -0.1 | 7.1 | -1.8 | -0.7 | 11.1 | -3.4
